AmpC inh no detg: qHTS Inhibitors of AmpC Beta-Lactamase (assay without detergent); AID 485341, 2010; P00811; AmpC nitrocefin hydrolysis, absorbance 480 nm, 0.0001% Triton; 330,000 compounds, 0.52% hits; Potency, µM (doses to about 57.1 µM), for the others: at the highest dose activity change, negative = inhibition, most hits filed as inhibitors;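 note: potency is the fitted concentration of half-maximal effect; plate controls were no compound for no effect and no enzyme for full effect; nearly all actives have a fitted effect of over 20% in size; some results filed as inactive show a strong effect at the top dose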
Target sequence (P00811 whole entry, looked up): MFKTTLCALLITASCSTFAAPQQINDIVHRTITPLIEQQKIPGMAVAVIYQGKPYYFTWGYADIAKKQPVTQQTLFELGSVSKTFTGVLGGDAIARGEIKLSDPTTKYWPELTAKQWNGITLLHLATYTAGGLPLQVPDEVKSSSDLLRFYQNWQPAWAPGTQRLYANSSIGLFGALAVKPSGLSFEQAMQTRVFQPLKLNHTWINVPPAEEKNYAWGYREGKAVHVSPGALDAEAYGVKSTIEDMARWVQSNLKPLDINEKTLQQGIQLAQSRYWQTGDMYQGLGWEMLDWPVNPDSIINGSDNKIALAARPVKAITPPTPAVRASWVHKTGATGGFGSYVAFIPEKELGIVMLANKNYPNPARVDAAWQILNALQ
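20 mM phosphate pH 7.0 + 0.01% (detergent screen) or 0.0001% Triton X-100; 5.3 nM AmpC reagent; cpd preinc 15 min RT; nitrocefin (800 uM stock) to start; A480 q20 s × 4 min; Activity was normalised to no-enzyme and no-compound control wells.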
HCMV inh: qHTS Assay for inhibitors of the human cytomegalovirus (HCMV); activity change, negative = inhibition, % at 57.5 µM; HFF cells, HCMV-luciferase reporter, 72 h; hits give low values; 410,000 compounds, 4.5% hits; in the data active = activity change below about -60%; inconclusive = no clear call, values can overlap the other calls; inactive = above about -39%
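Compounds were evaluated in HFFs infected with an HCMV luciferase reporter virus (MOI 1 PFU/cell). Luciferase in lysates collected 72 h post infection served as the replication measure.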
HCV inhibitor: qHTS Assay for Inhibitors of Hepatitis C Virus (HCV). 340,000 compounds, 3.4% hits. Huh7.5.1 HCVcc-Cre infection, luciferase reporter, 44 h. AID 651820, 2012. Potency, µM (highest dose often 41.8 µM), without a hit: at the highest dose activity change, negative = inhibition, most hits filed as inhibitors; note: potency is the fitted concentration of half-maximal effect
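Infectious HCVcc-Cre (~0.5 moi) was added to cells just after compound, with cells seeded 4 h earlier at 1,000 per well. Luciferase activity after 44 h culture reported infection; substrate was incubated 15 min at room temperature before reading.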
AmpC detergent: qHTS Inhibitors of AmpC Beta-Lactamase (assay with detergent). AmpC hydrolysis of nitrocefin, absorbance 480 nm, 0.01% Triton. Potency, µM (titrated, usually from 114 µM), for inactives: at the highest dose activity change, negative = inhibition, most hits filed as inhibitors. 370,000 compounds, 0.041% hits;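 note: potency is the fitted concentration of half-maximal effect; 0% = no-compound wells and -100% = no-enzyme wells; nearly all actives have a fitted effect of over 25% in size; some results filed as inactive show a strong effect at the top dose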
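AmpC (5.3 nM in the dispensed reagent) in 20 mM phosphate pH 7.0 with 0.01% (detergent screen) or 0.0001% Triton X-100 was preincubated with compounds for 15 min at room temperature. Nitrocefin was then added from an 800 uM solution, and hydrolysis was followed at 480 nm.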
TbPYK inhibitor: qHTS of Trypanosoma Brucei Inhibitors; TbPYK enzyme, Kinase-Glo Plus ATP luminescence, 45 min; Potency, µM (series often up to 76.8 µM), without a hit: at the highest dose activity, negative = inhibition, actives largely listed as inhibitors; 410,000 compounds, 0.12% hits; note: potency is the fitted concentration of half-maximal effect; nearly all actives have a fitted effect of over 50% in size
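Assay buffer: 50 mM TEA pH 7.2, 100 mM KCl, 10 mM MgCl2, 0.05% BSA, 0.01% Tween-20. Pyruvate kinase from T. brucei plus substrate met compound, then ADP (130 uM final). Luminescence was read post 45 min RT.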
AMA1-RON2 inh: qHTS for Inhibitors of AMA1-RON; Towards Development of Antimalarial Drug Lead: Primary Screen | Plasmodium falciparum AMA1 (3D7) - RON2 peptide interaction | AlphaScreen AMA1-biotinylated RON2 peptide binding | Potency, µM (titrated, usually from 58.2 µM), for inactives: top-dose activity change, negative = inhibition, most hits filed as inhibitors | 360,000 compounds, 0.2% hits;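 note: potency is the fitted concentration of half-maximal effect; 0% = vehicle wells and -100% = peptide control; nearly all actives have a fitted effect of over 45% in size; some results filed as inactive show a strong effect at the top dose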
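AMA1 (3D7) with his tag at 25 nM final met compounds first, then biotinylated RON2 peptide at 25 nM; detection used donor plus acceptor beads, 10 µg/mL apiece, read by AlphaScreen after 30 min at room temperature.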
LmPK inhibitor: qHTS Assay for Inhibitors of Leishmania Mexicana Pyruvate Kinase (LmPK) | Q27686 | purified LmPK, Kinase-Glo ATP luminescence, 1 h | Potency, µM (doses to about 57.5 µM), for the others: at the top dose activity change, negative = inhibition, actives largely listed as inhibitors | 290,000 compounds, 0.37% hits | AID 1721, 2009; note: potency is the fitted concentration of half-maximal effect
Target sequence (Q27686 whole entry, looked up): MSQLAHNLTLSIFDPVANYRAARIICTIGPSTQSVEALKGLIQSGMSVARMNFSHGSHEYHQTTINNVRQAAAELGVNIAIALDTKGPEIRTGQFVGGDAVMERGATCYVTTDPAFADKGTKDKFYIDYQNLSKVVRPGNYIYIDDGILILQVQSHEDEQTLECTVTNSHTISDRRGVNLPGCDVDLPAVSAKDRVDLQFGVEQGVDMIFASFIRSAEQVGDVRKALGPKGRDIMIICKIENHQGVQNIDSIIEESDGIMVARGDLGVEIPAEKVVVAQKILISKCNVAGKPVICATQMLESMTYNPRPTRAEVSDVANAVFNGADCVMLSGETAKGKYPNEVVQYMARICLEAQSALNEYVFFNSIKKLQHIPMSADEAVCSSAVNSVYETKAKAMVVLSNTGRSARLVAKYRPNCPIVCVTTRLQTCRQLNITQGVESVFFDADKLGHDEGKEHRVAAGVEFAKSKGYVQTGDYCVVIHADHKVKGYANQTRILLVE
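Purified LmPK (0.1 nM) converted ADP (0.1 mM) to ATP with PEP (0.5 mM) in imidazole buffer pH 7.2 with KCl and MgCl2, 1 h at room temperature. ATP was read by Kinase-Glo luminescence; data normalized to uninhibited and no-enzyme controls.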
* marks the source's active call; other numbers are inactive results; ? = inconclusive; · = no result given; [ ] = remark or other dose. Unless noted, calls come from the whole dose curve; as a rule, active = well fitted curve in the direction sought with a large enough effect; inconclusive = small, poorly fitted or top-dose-only effect, or another doubt; inactive = no such curve, though single readings can be large; an effect the other way counts as inactive or inconclusive. Unless noted, % is set by controls: 0 for no effect and ±100 for the full control effect.

| mol | HCV inhibitor | TbPYK inhibitor | AmpC inh no detg | HCMV inh | AMA1-RON2 inh | AmpC detergent | LmPK inhibitor |
| --- | --- | --- | --- | --- | --- | --- | --- |
| COc1ccc(/C=C/C(=O)NC(=S)NNC(=O)c2cnccn2)cc1 | ? | -13% | -15% | 1 | -53% | 5% | 1% |
| O=C(CNC(=O)c1ccc(Cl)cc1)c1ccc(Br)cc1 | -3% | -7% | -32% | -18 | -4% | -3% | -5% |
| COc1cccc(NC(=S)N2CCN(C)CC2)c1 | 20% | 0% | -13% | 25 | 7% | 4% | -7% |
| CCCNc1c(NS(=O)(=O)c2ccc(C)cc2C)c(=O)oc2ccccc12 | -16% | 2% | -40% | -6 | 15% | -2% | -9% |
| CCCn1cc(S(=O)(=O)c2cc(C)ccc2C)c(=O)c2cc(F)c(N3CCOCC3)cc21 | · | 0% | · | 29 | · | -9% | · |
| CC(=O)CSc1cc(-c2ccccc2)nc2ncnn12 | 4% | 0% | -8% | -24 | -4% | 1% | 2% |
| CCOC(=O)CNS(=O)(=O)c1ccc2c3c(cccc13)C(=O)N2CC | 25% | 4% | -12% | -27 | 14% | ? | 5% |
| CCN(CC)S(=O)(=O)c1ccc2c(c1)nc(SCC(=O)N(C)C1CCS(=O)(=O)C1)n2CC (configuration not stated) | -4% | -15% | 81%[activator] | -33 | 24% | 2% | · |
| CS(=O)(=O)Nc1ccccc1N=C(c1ccccc1)c1ccccc1 | 8% | -12% | -21% | -9 | 2% | -10% | 0% |
| Fc1cccc(CN(C2=NCCN2)c2c(Cl)cccc2Cl)c1 | ? | -2% | -13% | -63* | 4% | -9% | · |
| COc1ccc(Oc2nc(-c3ccccc3)ncc2C(=O)O)cc1 | -9% | 1% | 3% | -24 | 7% | 0% | -1% |
| CC1=C(C(=O)OC2CCCCCC2)C(c2ccccc2Cl)CC(=O)N1 (configuration not stated) | · | -2% | · | -31 | · | -4% | · |
| COC(=O)c1ccccc1NC(=O)CCCn1nc([N+](=O)[O-])cc1C | -9% | -5% | 1% | -32 | -6% | 7% | 11% |
| CCOC(=O)CNC(=O)C1c2cc(OC)c(OC)cc2C(=O)N(C)C1c1ccccc1F (configuration not stated) | 2% | -5% | 16% | 40 | -1% | -1% | 5% |
| COCCCNC(=O)C(F)(F)C(F)(F)C(=O)NCCCOC | 8% | -5% | -7% | -8 | -5% | -5% | 3% |
| Cc1cc(C)n(CC(=O)c2cccc(N)c2)n1 | -2% | 6% | -12% | 26 | 0% | -1% | 1% |
| CCOC(=O)c1c(NC(=O)c2ccccc2C)sc2c1CC(C)(C)OC2 | ? | -17% | -6% | -12 | 43%[activator] | -1% | 3% |
| CC(C)Oc1ccc(CNC(=O)CCC(=O)N2CCSc3ccccc32)cc1 | 3% | 4% | 37% | -13 | -5% | ? | 0% |
| Cc1ccc2nc(-c3ccc(NC(=O)C(C)N4C(=O)c5ccccc5C4=O)cc3)sc2c1 (configuration not stated) | 2% | 7% | -48% | 110 | -10% | -4% | -1% |
| O=C(Nn1c(SCc2ccccc2F)nc2ccsc2c1=O)c1ccccc1 | -5% | -13% | -53% | 43 | -9% | -9% | 2% |
| COC(=O)c1ccc(COc2ncnc3ccccc23)o1 | 5% | 7% | -8% | 79 | -16% | -3% | -5% |
| COc1ccc(C2=NOC(C(=O)NCc3ccccc3)C2)cc1 (configuration not stated) | 15% | -1% | -3% | 33 | 16% | -13% | -3% |
| C[C@H]1COc2cc(N3CCSCC3)ccc2S(=O)(=O)N1 | · | -6% | · | 1 | 4% | · | · |
| CCC(=O)c1cn(CC(=O)NCc2cccnc2)c2ccccc12 | 2% | 2% | -3% | 27 | 0% | ? | 1% |

Only TbPYK inhibitor, LmPK inhibitor and AmpC inh no detg (3 entries from above):
compound | TbPYK inhibitor | LmPK inhibitor | AmpC inh no detg
Cc1cc(C)n(CC(=O)c2cccc(N)c2)n1 | 6% | 1% | -12%
CCOC(=O)c1c(NC(=O)c2ccccc2C)sc2c1CC(C)(C)OC2 | -17% | 3% | -6%
CC(C)Oc1ccc(CNC(=O)CCC(=O)N2CCSc3ccccc32)cc1 | 4% | 0% | 37%

Further structures follow:
| mol | HCV inhibitor | TbPYK inhibitor | AmpC inh no detg | HCMV inh | AMA1-RON2 inh | AmpC detergent | LmPK inhibitor |
| --- | --- | --- | --- | --- | --- | --- | --- |
| CCOC(=O)/C(C#N)=C\c1cccnc1 | 9% | 2% | -22% | -34 | 2% | -3% | -6% |
| CCOC(=O)c1sc(NC(=O)c2ccc(OC(C)=O)cc2)nc1C | ? | -6% | -14% | -82* | -5% | 7% | ? |
| Cc1nc(C(=O)N2CCCC(C(=O)c3ccc(Cl)cc3)C2)cs1 (configuration not stated) | -27% | -1% | 5% | 9 | -13% | 0% | 4% |
| O=C(c1ccc2c(c1)OCCO2)N(Cc1cccnc1)c1nc2c(F)cccc2s1 | · | 1% | · | -20 | · | 14% | · |
| COC(=O)c1ccc(C(=O)OC)c(NC(=S)N2CCC(N3CCCCC3)CC2)c1 | -19% | -4% | 1% | -9 | 2% | 2% | 7%[11.5 µM] |
| COc1ccc(C(CNC(=O)c2cccc(S(=O)(=O)Nc3ccccc3OC)c2)N2CCCCC2)cc1 (configuration not stated) | ? | 0% | · | -99* | -16% | · | · |
| CCCCNC(=O)/C=C/c1ccc(OC)c(Br)c1 | ? | 0% | -9% | -34 | 0% | 4% | 0% |
| CCOc1ccc(CCNC(=O)c2cccc(-n3c(C)nc4cccnc43)c2C)cc1 | · | 3%[15.4 µM] | · | ? | · | 24% | · |
| CCN(CC)S(=O)(=O)c1cccc(NC(=O)CN2C(=O)NC3(CCC(C)CC3)C2=O)c1 (configuration not stated) | ? | 1% | -16% | 11 | 15% | ? | · |
| CCCCn1c(N)c(N(CC(C)C)C(=O)c2cnccn2)c(=O)[nH]c1=O | 15% | -2% | 2% | -4 | 24% | ? | · |
| Cc1c(C(=O)Nc2cccc(-c3nc4ccccc4s3)c2)oc2ccc(F)cc12 | · | -4% | · | 36 | · | 19% | · |
| COc1cccc(NC(=O)CSc2nnc(C3CCCCC3)n2N)c1 | -5% | 0% | -23% | 0 | 7% | · | · |
| OCCC1CN(Cc2ccc(F)cc2Cl)CCN1CCc1ccccc1 (configuration not stated) | -9% | -2% | 56% | 11 | -2% | 1% | -2% |
| CCCn1c(SCC(=O)Nc2ccc(S(=O)(=O)N3CCOCC3)cc2)n[nH]c1=O | · | 4% | · | 8 | -2% | · | · |
| COc1ccc(/C=C(/Sc2nnc(-c3ccc(Cl)cc3)o2)C(=O)O)cc1 | -29% | -1% | -23% | 7 | -2% | -2% | 7% |
| CCc1ccc(N2C(=O)NC(=O)/C(=C/c3ccsc3)C2=O)cc1 | · | · | -39% | · | · | 0% | -1% |
| CO/N=C\Cc1oc(=O)c(NC(=O)c2ccccc2)cc1C(=O)OC | 20% | 5% | -10% | 5 | 23% | -11% | 12% |
| C=CCN=C(NC#N)SCC(=O)NCc1ccccc1 | -24% | 0% | -27% | -11 | 8% | ? | -3% |
| O=C(CSc1nnc(NC(=O)C2CC2)s1)Nc1ccc(F)cc1 | 11% | 1% | -35% | 2 | -2% | -14% | 2% |
| C=CCn1c(COc2ccc(Cl)cc2)nnc1SCc1ccc(C#N)cc1 | ? | -17% | 42% | -39 | -7% | ? | 4% |
| CCCn1c(NC(=O)c2cccc(S(=O)(=O)N3CCCC3)c2)nc2ccccc21 | 5µM* | -5% | -22% | -97* | 33%[activator] | ? | 0% |
| CN(C)S(=O)(=O)N1CCC(Oc2ccc(C(=O)NCCc3cscn3)cc2)CC1 | · | 4% | -13% | -13 | -4% | 2% | -1% |
| COc1ccc(C2C(C(N)=O)=C(C)Nc3nc(-c4cccc(Cl)c4)nn32)cc1OC (configuration not stated) | 1% | 0% | 42% | 159 | -7% | ? | -7% |
| Cc1nc2c(c(SCC(=O)Nc3ccccc3C(F)(F)F)n1)CCC2 | · | 0% | · | ? | · | 8% | · |
| Cc1ccc(S(=O)(=O)N2CCCCCC2)cc1C(=O)Nc1cccnc1 | · | 1% | 0% | 29 | 3% | -4% | 9% |
| Cc1cc(C)n(-c2nc3cc(Cl)ccc3nc2Nc2ccc(C)c(F)c2)n1 | · | -5% | · | 1 | · | -8% | · |
| CC(=O)c1sc(NC(=O)c2cccc(C)c2)nc1C | ? | 2% | -36% | 262 | -1% | -11% | ? |
| COCCNCC(=O)NC12CC3CC(CC(C3)C1)C2 | 18% | 2% | 0% | 5 | 12% | 3% | -1% |
| COc1cc(N=c2ssnc2Cl)cc(OC)c1OC | -2% | ? | -34% | 17 | -9% | ? | -1% |
| Cc1nnc(Nc2ccccc2)n(N)c1=O | 7% | -7% | -12% | -4 | 1% | ? | -3% |
| CCN(CC)CCN(C(=O)CCOc1ccccc1)c1nc2ccc(F)cc2s1 | -6% | -1% | -21% | -6 | -4% | 5% | -12%[11.5 µM] |
| CC1(C)CSC(=NCc2ccccc2)N1C(=O)c1cccc([N+](=O)[O-])c1 | ? | -2% | -9% | -30 | -28% | -17% | 0% |
| CC(=O)c1cnn(-c2cc(Oc3ccc(F)cc3)ncn2)c1C | 5% | 0% | -15% | 12 | -1% | -8% | -1% |
| Cc1ccc([C@H]2C[C@H](n3cc(C4CC4)nn3)[C@@H](O)CN2Cc2cccs2)cc1 | · | 8% | · | 36 | -7% | · | · |
| CC(OC(=O)c1cccc(-n2cnnn2)c1)c1nc2ccccc2c(=O)[nH]1 (configuration not stated) | -8% | -7% | -30% | -65* | 5% | -3% | · |
| CCC(NC(=O)c1cc(COc2ccc(F)cc2Cl)on1)c1ccncc1 (configuration not stated) | 4µM* | 6% | 57% | ? | 7% | 4% | 8% |
| CCC(=O)c1ccc(OCC(=O)NCCc2ccccn2)cc1 | 8% | 11% | -7% | 5 | 43%[activator] | -3% | 0% |
| CCOc1ccccc1NC(=O)c1ccc(F)c(S(=O)(=O)NCc2ccc3c(c2)OCO3)c1 | · | 4% | · | ? | · | 5% | · |
| COc1ccc(S(=O)(=O)N2CCOCC2)cc1NC(=O)/C=C/c1ccc(F)cc1 | ? | 1% | 25% | -6 | 4% | 0% | · |
